RmlCD inh mix: RmlC and RmlD coupled enzyme inhibitors, primary screen, biochemical, 384-well, compound mixtures, retest; RmlC/RmlD coupled enzyme inhibition, 384-well mixture HTS; hit rate 0.39% among 110,000; inhibition, % at 5.5 µM; in the data active = inhibition above about 30%, passing the limit was not always enough; note: strong numbers were not always called active
HIV RNase H inh: HIV-1 RT RNase H inhibitors, primary screen, biochemical, fluorescence | Gag-Pol polyprotein (Human immunodeficiency virus type 1 group M subtype B (isolate … | RT-RNase H RNA/DNA duplex cleavage | hit rate 1.9% among 65,000 | inhibition, % at 10 µM; in the data active = inhibition above about 50%
* = called active by the depositor; nt = no result given; & = joins results of further samples.

Molecule,RmlCD inh mix,HIV RNase H inh
Cc1ccc(-c2nnc(Sc3nc4ccccc4o3)c3ccccc23)cc1,17,nt
COc1ccc(-c2nnn(CC(=O)c3c[nH]c4ccccc34)n2)cc1OC,-8,-6
O=S(=O)(c1cc(Cl)ccc1Br)N1CCOCC1,3,-17
COCCN1C(=O)c2ccccc2C(C(=O)NCC2CCCO2)C1c1c[nH]c2ccccc12 (centres undefined),-4,-5
CCOc1cc2[nH]c(=S)n(C(C)C)c(=O)c2cc1OCC,-5,nt
Cn1cnnc1SCC(=O)c1ccco1,-8,17
Cc1cc(C(=O)Nc2cc(C)n(Cc3ccc(Cl)cc3)n2)no1,-2,-1
COc1ccc(/C=N/N=C2/NC(=O)C(c3ccccc3)S2)c(OC)c1 (centres undefined),-4,nt
CC1CC(C)CN(CCCNC(=O)COc2cc(=O)n(C)c3ccccc23)C1 (centres undefined),-7,-10
COC(=O)c1[nH]nc2c1C(=O)N(C1CCCCC1)C2=O,-12,-9
CCCc1oc(C(=O)O)cc1CN,-10,nt
Oc1ccc(Br)cc1-c1nc2cnccn2c1NC1CCCC1,-9,-8
CSc1nc2ccc(Cl)cc2[nH]1,-2,nt
CC(C)CCNC(=O)NC(=O)CSc1nnc(COc2ccccc2Cl)o1,-19,17
CCCn1c(=O)n(C)c(=O)c2c3oc(=O)c(NC(=O)c4ccc(F)cc4)cc3[nH]c21,nt,1

The last six entries of the part before open the next one:
Molecule,RmlCD inh mix,HIV RNase H inh
COC(=O)c1[nH]nc2c1C(=O)N(C1CCCCC1)C2=O,-12,-9
CCCc1oc(C(=O)O)cc1CN,-10,nt
Oc1ccc(Br)cc1-c1nc2cnccn2c1NC1CCCC1,-9,-8
CSc1nc2ccc(Cl)cc2[nH]1,-2,nt
CC(C)CCNC(=O)NC(=O)CSc1nnc(COc2ccccc2Cl)o1,-19,17
CCCn1c(=O)n(C)c(=O)c2c3oc(=O)c(NC(=O)c4ccc(F)cc4)cc3[nH]c21,nt,1
O=C(NCc1ccccc1)C1=C[C@@H](c2ccc(C(F)(F)F)cc2)C[C@@H](OCCCCO)O1,-10,nt
CS(=O)(=O)c1ccc(Cl)c(NC(=O)C2CC(=O)N(Cc3ccccc3)C2)c1 (centres undefined),-6,2
C#CCOCCOCCOCCNc1nc(N2CCN(C(=O)[C@H]([C@@H](C)CC)n3cc(CCCN=C(N)N)nn3)CC2)nc(N2CCN(C(=O)[C@H](Cc3ccc(O)cc3)n3cc(CCO)nn3)CC2)n1,-8,nt
Cc1ccc(NC(=O)CSc2ncn(-c3ccccc3)n2)cc1C,13,nt
CS(=O)(=O)N(CC(=O)NCc1ccccc1)C1CCCCC1,-15,nt
COc1ccccc1CNC(=O)C1CCN(S(=O)(=O)c2cccc3cccnc23)CC1,6,-15
O=C(CS(=O)c1ccc(C(F)(F)F)cc1[N+](=O)[O-])Oc1ccc(Cl)cc1 (centres undefined),-12,nt
COC(=O)C1=C[C@@H](C(=O)OC)C2C3=C(C(=O)C24CCCCC4)[C@H](C)n2c(=O)n(-c4ccccc4)c(=O)n2[C@@H]3C1 (some centres undefined),-10,nt
CCc1nc2c(cnn2-c2ccc(F)cc2)c(=O)n1-c1ccc(N2CCC(C)CC2)cc1,8,nt
COc1ccc(NC(=O)COc2ccccc2C#N)c(S(=O)(=O)N2CCCCC2)c1,8,-3
Cc1ccnc(NS(=O)(=O)c2ccc(Oc3ccccc3)cc2)c1,-12,nt
Cc1ccc(C(=O)c2ccc([N+](=O)[O-])cc2)c(C)c1,-14,nt
Cc1ccc(NC(=O)c2cc(-n3cnnc3)ccc2Cl)cc1,0,nt
CC1Cc2ccccc2N1C(=O)Cn1c(=O)oc2cc(S(=O)(=O)N3CCCCC3)ccc21 (centres undefined),-11,-1
CCCN1CCC(=NNC(=O)c2ccc(Br)o2)CC1,-7,nt

(list continues)
Molecule,RmlCD inh mix,HIV RNase H inh
CC(C)CCn1c(SCCc2ccccc2)nc2c1c(=O)[nH]c(=O)n2C,34,74*
CC(CNC(=O)c1cc(Cl)ccc1[N+](=O)[O-])NC(=O)c1cc(Cl)ccc1[N+](=O)[O-] (centres undefined),-6,nt
CCS(=O)(=O)N1CCC(C(=O)NCCN2CCN(Cc3ccccc3)CC2)CC1,2,0
O=C(O)CSc1sc(=S)sc1SCC(=O)O,-1,-17
COc1cc(C(=O)Nc2nnc(CC(=O)N3CCOCC3)s2)cc(OC)c1OC,-12,-7
O=C(C1CCC(CNS(=O)(=O)c2cccc3cccnc23)CC1)N1CCc2ccccc21 (centres undefined),-13,nt
CCCS(=O)(=O)N1CCN(C(=O)c2ccc(-c3ccccc3)cc2)CC1,-12,-8
O=S(=O)(NCc1cccs1)c1cccc(S(=O)(=O)N2CCCCC2)c1,-19,1
O=C(O)CCc1nc(-c2ccc(Cl)cc2)no1,-5,-4
CCN1CCN(C(=S)c2ccc(Cl)c(Cl)c2)CC1,3,nt
COc1cccc(NS(=O)(=O)c2ccc3[nH]cc(C(=O)NCCN4CCOCC4)c(=O)c3c2)c1,nt,6
O=C(c1ccc2c(c1)OCO2)N1CCCC1,-11,nt
O=C1CSC(c2cn(-c3ccccc3)nc2-c2cc3ccccc3oc2=O)N1Cc1ccccc1 (centres undefined),59,nt
CCn1c(Oc2ccc(Oc3ncc(Cl)cc3Cl)cc2)nc2c1c(=O)n(C)c(=O)n2C,nt,-3
Cc1cccc(-n2nnc(C(=O)N3CCc4ccccc4C3)c2N)c1,1,2

Next section.
Molecule,RmlCD inh mix,HIV RNase H inh
CCCCCCCCOC(=O)CCc1c(C)[nH]c(=S)[nH]c1=O,3,nt
CCc1c(C)sc(NC(=O)CC#N)c1C#N,-169,38
COc1cccc(C(=O)Nc2ncc3c(n2)CC(C)(C)CC3=O)c1,1,-1
Cn1cc(C(=O)c2ccc(Cl)cc2Cl)cc1C(=O)N/N=C(\N)COc1ccccc1,-5,nt
Cc1ccc(NC(=O)OCCN2CCN(Cc3ccccc3)CCC2=O)cc1C,-12,nt
CC(C)n1c(SCC(=O)N2CCCC2)nc2c1c(=O)n(C)c(=O)n2C,-7,17
Cc1oc(-c2ccc(Cl)cc2)nc1CN1CCC(C(=O)N2CCN(Cc3ccccc3)CC2)CC1,nt,10
CCC(=O)N/C(=N\OCc1ccc(F)cc1)c1nonc1NC(=O)CC,-36,nt
CN1CCc2c(sc3c2C(=O)NC(c2ccc(-c4cccc(Cl)c4)o2)N3)C1 (centres undefined),nt,-44
CCCNC(=S)NCCN1CCCCC1,10,nt
O=S(=O)(c1ccccc1)N1CCN(Cc2ccccc2C(F)(F)F)CC1,0,-37
CCSc1nc(O)c(C2OC(=O)c3c2ccc(OC)c3OC)c(=O)n1CC (centres undefined),-1,-25
Cc1cc(C)n(-c2nc3c(c(=O)[nH]c(=O)n3C)n2CC(O)c2ccccc2)n1 (centres undefined),6,-4
CCCS(=O)(=O)N1CCC(C(=O)N2CCN(C(=O)OCC)CC2)CC1,6,-20
CCn1c(SCC(=O)NC2CCCCC2)nnc1-c1cccs1,7,-15

New compounds follow.
Molecule,RmlCD inh mix,HIV RNase H inh
Cc1nc2cc(CO)ccc2n1C,-13,-4
Cc1occc1-c1nnc(SCC(=O)Nc2ccccc2)n1CCc1ccccc1,-8,-24
COc1ccc(C(c2nnnn2Cc2ccccc2)N2CCN(c3ccccc3)CC2)cc1 (centres undefined),7,-4
CC(C)N1C(=O)c2ccccc2C1C(=O)NC1CCCCCC1 (centres undefined),-7,-3
CC(=O)Nc1nnc(SCc2ccccc2F)s1,11,nt
COc1ccc(CC(=O)O)cc1O,3,nt
COc1ccc2nc(C)cc(SCC(=O)O)c2c1,3&-7,-3
COC(=O)Cc1c(C)nc2nc(NCc3ccccc3OC)[nH]n2c1=O,-7,nt
Cc1cnn(C(=S)NCCc2ccccc2)c1,5,-17
O=C(CCSc1ccccc1)N1CCN(C(=O)c2ccco2)CC1,2,-1
CCOC(=O)c1[nH]c(C)c(C(=O)OCC(=O)N2c3ccccc3CC2C)c1C (centres undefined),-9,nt
c1ccc(-c2noc(-c3cccc4ccccc34)n2)cc1,-29,-16
COc1ccc(N2C(=O)CC(N3CCC(O)(c4ccc(Cl)cc4)CC3)C2=O)cc1 (centres undefined),-10,nt
Cc1c(C(=O)O)sc(=S)n1-c1ccccc1,-4,5
CC(C)(C)c1cnnn1-c1ccc(NC(=O)c2ccc3c(c2)OCO3)cc1,5,5

The listing continues.
Molecule,RmlCD inh mix,HIV RNase H inh
CSc1nc(C)cc(C)c1C(N)=O,-11,nt
Cc1cc(OCC(=O)Nc2ccc(F)c(F)c2)nc(C(C)C)n1,2,nt
Cc1oc(-c2ccc(Cl)cc2)nc1CS(=O)CC(=O)N1CCC2(CC1)OCCO2 (centres undefined),-12,-4
COC(=O)CCS(=O)(=O)c1ccc(Cl)cc1,66,nt
COc1cc(SC)ccc1C(=O)Nc1ccccc1,-9,nt
Cc1onc(-c2ccccc2)c1C(=O)N1CCN(C)CC1,-17,nt
COc1ccc(CC/C(=N\O)C2(O)CCCCC2)cc1,25,0
O=C(Cn1[nH]c(=O)c2ccccc2c1=O)OCC(=O)N1CCc2ccccc2C1,4,-25
COCCNC(=O)c1ccccc1NC(=O)CN(c1ccc2c(c1)OCO2)S(C)(=O)=O,36,-6
O=C(NCCN1CCOCC1)c1ccccc1-c1ccccc1,1,-2
COc1cccc(C(=O)NC(=S)Nc2ccc3c4c(cccc24)CC3)c1,-5,nt
CCOc1ccc2nc(-c3ccccc3)[nH]c2c1,15,-6
CCc1sc(NS(C)(=O)=O)nc1-c1ccccc1,9,2
COC(=O)c1c[nH]n2c(=O)cc(C)nc12,5,-4
Cc1ccc(CN2C(=O)CCC2C(=O)NCCN2CCOCC2)cc1 (centres undefined),-13,-15

Carrying on.
Molecule,RmlCD inh mix,HIV RNase H inh
CCN(CC)C(=O)CC(c1cc(OC)c(OC)c(OC)c1)c1c(OC)cc(OC)c2c(-c3ccccc3)cc(=O)oc12 (centres undefined),5,nt
Cc1cc(NC(=O)c2cnn3c(C(F)F)cc(C4CC4)nc23)no1,3,-1
CCOc1ccccc1NC(=O)CSCC(=O)Nc1ccccc1,-12,nt
O=C(Nc1ccccc1)NC1(C(=O)NCc2ccc3c(c2)OCO3)CCCCC1,10,-3
COc1cc(-c2nnc(-c3ccncc3)o2)ccc1OCc1ccccc1,-17,-8
Cc1ccc(NC(=O)c2ccc(CSc3nnc(C)s3)cc2)cc1,7,nt
COc1ccc([C@H]2/C=C\CN(C(=O)c3ccc(C)cc3)[C@@H](C)C(=O)N2Cc2ccc(F)cc2)cc1,-3,nt
O=C(CNS(=O)(=O)c1ccc(F)cc1)N1CCN(c2ccc(F)cc2)CC1,5,-2
C[C@]12CC[C@H](O)CC1=CC[C@@H]1[C@@H]2CC[C@]2(C)C(=O)CC[C@@H]12,-14,nt
O=C(O)CCCNC(=O)Nc1ccccc1,-6,nt
Cc1nc2cc(C(=O)O)ccc2n1C1CCCCC1,11,nt
CCC(c1nnnn1Cc1ccccc1)N1CCN(C(=O)c2ccco2)CC1 (centres undefined),1,-1
Cc1ccsc1C(=O)N1CC(=O)Nc2ccccc21,-10,-9
COc1cc(C2c3c(oc4c(C)cc(C)cc4c3=O)C(=O)N2Cc2cccnc2)ccc1O (centres undefined),4,5
Cc1ccc2c3c(c(SCC(=O)Nc4nccs4)nc2c1)CCCC3,-2,nt

(continued)
Molecule,RmlCD inh mix,HIV RNase H inh
Cc1ccc(Oc2ccccc2)c(NC=O)c1,5,-15
CC(=O)Nc1ccc(N(C(=O)c2cnccn2)C(C(=O)NC2CCCCC2)c2ccc(O)cc2)cc1 (centres undefined),-10,-4
Cc1noc(C)c1S(=O)(=O)Nc1ccc(C(=O)N2CCN(c3cccc(Cl)c3)CC2)cc1,-11,nt
O=c1cc(CO)occ1OCc1cccc(F)c1,-6,nt
Cc1nn(CCc2n[nH]c(=S)n2-c2ccc(F)cc2)c(C)c1[N+](=O)[O-],4,nt
CCOC(=O)c1c(C)[nH]c(C(=O)OCC(=O)NC(C)C)c1C,-169,nt
Cc1ccc(C(=O)C2C(=O)c3ccccc3C2=O)cc1,-4,nt
O=C(Nc1ccccc1)c1cc(-n2cnnc2)ccc1Cl,-7,nt
CCCOC(=O)CSC1=C(C#N)C(c2ccc3c(c2)OCO3)CC(=O)N1 (centres undefined),56,-3
Cc1c(S(=O)(=O)N2CCN(C(c3ccccc3)c3ccccc3)CC2)c(=O)n(C)c(=O)n1C,14,nt
O=C(NCc1ccco1)C(C(=O)c1ccccc1)n1ccccc1=O (centres undefined),22,-4
Cc1ccccc1Nc1nc(N)nc(COC(=O)c2cccn2C)n1,-10,-11
Cc1ccsc1C(=O)OCC(=O)N1CCOCC1,-2,-3
COc1ccc(-n2nnc3c(=O)n(CC(=O)N4CCCCC4)cnc32)cc1,-12,-13
O=C(Nc1ccc2c(c1)OCCO2)C1CCCN(S(=O)(=O)Cc2ccccc2)C1 (centres undefined),1,-22

The list continues:
Molecule,RmlCD inh mix,HIV RNase H inh
C(=C\c1ccccc1)/C=N/N1CCN(c2ccccn2)CC1,1,nt
O=c1oc2cc(Oc3ccc(C(F)(F)F)cc3[N+](=O)[O-])ccc2c2c1CCCC2,-6,nt
Cc1ccc(N=C(NOCc2ccc(Cl)cc2Cl)c2nonc2N)c(C)c1,1,nt
CCn1c(SCC(=O)Nc2cc(C)on2)nnc1-c1cccnc1,-12,-4
CCn1c(CNc2ccc(Cl)cc2)nnc1SCc1ccc(C)cc1,-16,nt
O=C(O)Cn1cc2c(n1)CCCC2,-13,-3

Some of the compounds tested (hit frequency here may not be typical).
